# M5 PAM: positive allosteric modulators of human muscarinic M5 receptor | activation, % at 3 µM | P08912 | CHO-K1 hM5, Fluo-8 calcium, ACh EC20 PAM; 0% = ACh EC20, 100% = ACh EC100 | 360,000 compounds, 0.3% hits | AID 624038;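 active means activation above the run cutoff, the mean activation of all test compounds plus 3 SD, cut at about 18% in these data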
#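 System: CHO-K1 cell line with stable human muscarinic M5 receptor expression | Also added: EC20 acetylcholine as agonist stimulus | Compound: One concentration, 3 µM final (nominal) | Timing: Fluo-8 loading 80 min at 37 °C plus 30 min room temperature | Measured by: Fluo-8 calcium dye fluorescence, kinetic read | Read-out basis: % activation, ACh-normalized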
# M5 ag: CHRM5 agonism in calcium assay | CHO-K1 hM5 cells, Fluo-8 calcium fluorescence; 0% DMSO wells, 100% maximal acetylcholine response | activation, % at 3 µM | 360,000 compounds, 0.19% hits | AID 624037;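 active means activation above the run's mean over test compounds plus 3 SD, cut at about 23% in these data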;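 further: signal is peak over basal fluorescence ratio across the kinetic read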
# TAAR1 agonist: human TAAR1 agonism; 360,000 compounds, 0.99% hits; CHO RD-HGA16 TAAR1, Fluo-8 calcium fluorescence; vehicle wells 0%, saturating PEA agonist 100%; activation, % at 3 µM;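 active means activation above the mean activation of all test compounds in the run plus 3 SD, cut at about 38% in these data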
# Target sequence (Q96RJ0 whole entry, looked up): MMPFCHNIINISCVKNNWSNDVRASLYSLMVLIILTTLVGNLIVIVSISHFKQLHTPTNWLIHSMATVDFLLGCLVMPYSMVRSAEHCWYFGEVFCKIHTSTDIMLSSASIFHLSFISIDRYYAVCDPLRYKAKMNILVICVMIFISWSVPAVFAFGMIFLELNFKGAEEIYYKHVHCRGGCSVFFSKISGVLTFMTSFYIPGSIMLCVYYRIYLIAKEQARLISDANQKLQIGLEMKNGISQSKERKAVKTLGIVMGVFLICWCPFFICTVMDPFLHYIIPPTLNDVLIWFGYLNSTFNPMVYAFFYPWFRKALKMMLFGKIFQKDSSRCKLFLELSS
#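 Test system: RD-HGA16 (CHO) cells co-expressing Gα16 and hTAAR1; dosing: one-point dosing at 3 µM (nominal); timing: 17-24 h seeding, 75 min 37 °C dye, 30 min RT; signal: kinetic Fluo-8 calcium fluorescence; read-out basis: % activation relative to PEA EC100 response; controls: DMSO and PEA EC100; replicates: n 1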
# M4 antag: CHRM4 antagonism in calcium assay. P08173. CHO-hM4 cells, ACh EC80, Fluo-8 calcium fluorescence. inhibition, % at 3 µM. 360,000 compounds, 0.73% hits. AID 624125;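 active means inhibition above its plate's cutoff, the mean inhibition of sample wells plus 3 SD, cut at about 27% in these data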;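 further: 0% = acetylcholine EC80 with DMSO and 100% = DMSO without agonist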
# CHRM1 PAM: positive allosteric modulators of human M1 muscarinic receptor; P11229; CHO-K1 hM1, Fluo-8 calcium fluorescence, ACh EC20; 0% = ACh EC20, 100% = maximal ACh; activation, % at 3 µM; 360,000 compounds, 0.088% hits; in the data active means activation above about 19%, passing the limit was not always enough
# Target sequence (P11229 whole entry, looked up): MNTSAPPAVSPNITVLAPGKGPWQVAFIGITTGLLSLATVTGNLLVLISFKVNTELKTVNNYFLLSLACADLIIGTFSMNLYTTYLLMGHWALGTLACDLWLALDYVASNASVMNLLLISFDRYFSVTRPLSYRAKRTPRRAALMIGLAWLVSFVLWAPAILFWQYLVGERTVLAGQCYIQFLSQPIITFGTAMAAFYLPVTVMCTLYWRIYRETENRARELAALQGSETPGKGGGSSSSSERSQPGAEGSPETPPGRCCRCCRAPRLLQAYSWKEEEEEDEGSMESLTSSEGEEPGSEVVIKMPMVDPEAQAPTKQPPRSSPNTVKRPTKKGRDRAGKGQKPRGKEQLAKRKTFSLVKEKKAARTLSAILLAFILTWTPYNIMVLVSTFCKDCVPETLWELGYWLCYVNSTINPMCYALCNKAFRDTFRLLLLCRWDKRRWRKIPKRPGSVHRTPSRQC
# M5 antag: antagonists of human muscarinic M5 receptor (CHRM5). 360,000 compounds, 0.59% hits. inhibition, % at 3 µM. P08912. CHO-hM5 cells, Fluo-8 calcium fluorescence, ACh EC80. AID 624040;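 active means inhibition above a per-plate cutoff, the mean of that plate's test compounds plus 3 SD, cut at about 27% in these data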;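 further: 0% = acetylcholine EC80 with DMSO and 100% = DMSO without agonist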
# M1 ag: activates human CHRM1 receptor | P11229 | AID 588814 | activation, % at 3 µM | 360,000 compounds, 0.33% hits | CHO-K1 hM1, Fluo-8 calcium fluorescence, agonist mode; 0% DMSO, 100% acetylcholine EC100;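 active means activation above the run's mean compound activation plus 3 SD, cut at about 16% in these data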;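 further: peak over basal fluorescence ratio within a 140 s kinetic read after compound addition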
# CHRM4 agonist: CHRM4 agonism in calcium assay | P08173 | CHO-K1 hM4/Gqi5, Fluo-8 calcium fluorescence; vehicle 0%, full acetylcholine response 100% | activation, % at 3 µM | 360,000 compounds, 0.14% hits;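 active means activation above the run mean over all test wells plus 3 SD, cut at about 32% in these data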;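 further: peak over basal fluorescence ratio per well then scaled between controls; 0% = DMSO wells and 100% = acetylcholine at EC100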
# CHRM1 antagonist: blocks human M1 muscarinic receptor. CHO-K1 hM1, Fluo-8 calcium fluorescence, ACh EC80 antagonist. inhibition, % at 3 µM. 360,000 compounds, 1.3% hits. AID 588852;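 active means percent inhibition above its own plate's cutoff, namely the mean of that plate's compound wells plus 3 SD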;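 further: peak over basal fluorescence ratio during 140 s after agonist addition; 0% = ACh EC80 plus DMSO and 100% = DMSO alone without agonist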
# Active calls of the source: *; & = joins results of further samples. Some of the compounds tested (hit frequency here may not be typical).
# Order of results: CHRM1 antagonist	M5 PAM	TAAR1 agonist	CHRM1 PAM	M1 ag	M5 ag	CHRM4 agonist	M5 antag	M4 antag
- O=C(c1ccc(S(=O)(=O)Nc2ccccc2)cc1)N1CCCCCCC1
  -7	-6	33	5	5	4	11	13	-3
- COc1ncnc(-c2ccccc2)c1-c1ccccc1
  3	2	4	0	-4	3	1	15	-4
- CC(C)(C)c1csc(NC(=O)CS(=O)(=O)c2ccccc2)n1
  -4	-1	2	6	-8	-5	1	-1	-4
- O=C(c1cc2c(s1)CCC2)N1CCN(c2ccccc2)CC1
  -10	0	-3	7	-1	1	0	3	12
- COc1ccccc1CCn1c(N)c(C#N)c2nc3ccccc3nc21
  -15	1	20	15	5	7	14	3	-1
- COc1cccc(-c2nc(CS(=O)(=O)CC(=O)NCCc3cc(OC)ccc3OC)c(C)o2)c1
  6	-2	17	-3	-2	0	6	-1	-4
- COC(=O)c1ccc(N2CC3CNC(=O)C2(C(=O)OC)N3C)cc1 (stereo unspecified)
  -4&-8	5&-1	8&3	8&10	-6&6	0&2	1&1	11&4	4&11
- CCC1(O)CC(C(=O)OC)=NN1C(=O)c1ccccc1 (stereo unspecified)
  1	1	4	7	-1	2	0	-2	10
- CC(C)(C)NC(=O)C12CCC(C)(c3nc4ccccc4nc31)C2(C)C (stereo unspecified)
  -11	4	20	10	0	1	-2	-4	-1
- Cc1cc(C)cc(NC(=O)Cc2ccc(-n3cccc3)cc2)c1
  -3	-6	18	4	-7	-5	0	3	-16

# Molecules listed so far that have a tert-butyl group:
# Order of results: CHRM1 antagonist	M5 PAM	TAAR1 agonist	CHRM1 PAM	M1 ag	M5 ag	CHRM4 agonist	M5 antag	M4 antag
- CC(C)(C)c1csc(NC(=O)CS(=O)(=O)c2ccccc2)n1
  -4	-1	2	6	-8	-5	1	-1	-4
- CC(C)(C)NC(=O)C12CCC(C)(c3nc4ccccc4nc31)C2(C)C (stereo unspecified)
  -11	4	20	10	0	1	-2	-4	-1

# The list continues.
# Order of results: CHRM1 antagonist	M5 PAM	TAAR1 agonist	CHRM1 PAM	M1 ag	M5 ag	CHRM4 agonist	M5 antag	M4 antag
- O=C(COC(=O)c1cccc(Cl)c1)Nc1cc(Cl)ccc1Oc1ccccc1
  -1	4	2	-7	-4	-1	1	0	-2
- COc1ccc(-c2cc(C3CCN(Cc4cccc(C(F)(F)F)c4)CC3)[nH]n2)cc1
  1	-2	11	-1	-5	2	7	0	-7
- COc1ccc(CN2C(=O)C(CC(=O)NCc3cccc4ccccc34)CC(C(=O)N(C)C)=C2C)cc1 (stereo unspecified)
  -5	3	1	3	-6	0	0	0	-1
- CC(=O)Nc1ccc(S(=O)(=O)N2CCCC(C(=O)N3CCN(c4ccccc4)CC3)C2)cc1 (stereo unspecified)
  4	-5	3	-3	-1	0	9	18	7
- CCNC(=O)C(=O)Nc1cc2c3c(c1)CCC(=O)N3CCC2
  -11	4	0	10	-2	-3	0	-1	5
- Cc1ccc2c(c1)C(c1ccc(O)cc1)(c1ccc(O)cc1)C(=O)N2C
  3	-2	4	3	-11	-1	2	-3	2
- CN(C)S(=O)(=O)Oc1ccccc1C(=O)Nc1cccc(C(F)(F)F)c1
  1	1	2	4	-4	-3	1	-2	0
- COc1ccc(OC)c(S(=O)(=O)N2Cc3ccccc3CC2C(=O)O)c1 (stereo unspecified)
  -6	-6	4	7	-5	1	0	2	0
- COC(=O)C1=C(N)Oc2cc(C)[nH]c(=O)c2C1c1ccccc1OC (stereo unspecified)
  -7	9	4	4	-1	-1	0	0	-6
- COc1ccccc1-c1oc2ccccc2c1C#CCCCCO
  -1	-4	6	8	-2	-5	0	13	0
- CCOC(=O)c1ccc(N(CCC2CO2)S(=O)(=O)c2ccc(C)cc2)cc1 (stereo unspecified)
  -8	2	-2	17	1	0	1	4	-10
- CCO[C@H]1OC(C(N)=O)=C[C@@H](C(C)(C)C)[C@@H]1CCCO
  7	9	2	13	7	3	2	6	-5
- CC(=O)C1=C(O)C(=O)N(CO)C1c1ccccc1F (stereo unspecified)
  -3	-1	8	4	1	2	1	-1	1
- Cc1cc(-c2csc(NC(=O)c3ccc(S(=O)(=O)N(C)C)cc3)n2)c(C)n1-c1ccccc1
  3	1	2	0	0	1	2	0	-8
- COC(=O)c1ccccc1NC(=O)COc1ccc2c(c1)OCO2
  1	-7	-1	-4	-4	-5	1	6	0
- CC(C)(C)c1ccc(C(=O)Nc2ccc(Cl)cc2)cc1
  -14	-3	3	1	-8	0	-1	5	-10
- COc1cc(C(=O)NC(CCSC)C(=O)OCC(=O)C(C)(C)C)cc(OC)c1OC (stereo unspecified)
  -7	-12	1	1	-2	3	3	9	-7
- Cc1ccc(C(=O)Nc2c(-c3cccs3)nc3cc(C)ccn23)cc1
  5	-9	9	-8	-1	1	6	3	13
- O=C(c1ccccc1)c1c[nH]c(C(=O)NCCCN2CCOCC2)c1
  -3	-5	3	7	-5	-2	0	8	-5
- CC(=O)Nc1cccc(NC(=O)CSc2ccc(-c3cccnc3)nn2)c1
  -5	5	3	6	-4	-3	1	7	0
- CNS(=O)(=O)c1cccc(C(=O)OCC(=O)c2ccc(S(=O)(=O)N3CCCCC3)cc2)c1
  9	-11	7	-3	-6	4	12	4	-14
- Cc1ccc(S(=O)(=O)N(C)c2ccc(C(=O)NCc3cccnc3)cc2)cc1
  -6	2	0	0	-7	-3	2	7	8
- CC(=O)Oc1ccc(C(=O)Nc2ccccc2C(=O)N2CCCCC2)cc1
  -10	4	1	7	-3	2	1	2	-3
- COCCn1c(SCC(=O)Nc2ccc(N3CCOCC3)cc2)nc2ccccc21
  -10	2	2	6	-11	2	1	-4	3
- CCOc1ccccc1NC(=O)C1CCN(C(=O)Cc2ccccc2)CC1
  -2	3	4	3	-5	3	1	5	7
- CCc1oc(C(=O)OC)cc1CSC(=N)N
  2	5	6	9	-1	3	4	0	-1
- COc1ccc(N(CC(=O)NC2CCCC2)C(=O)Cn2nnc(-c3ccc(OC)c(OC)c3)n2)cc1
  -1	-4	14	-2	-1	-2	1	8	-8
- COc1ccc(S(=O)(=O)Nc2c(C(=O)O)[nH]c3ccccc23)c(OC)c1
  2	-1	4	2	-2	0	1	4	7
- O=C(COc1ccc(C(=O)c2ccccc2)cc1)NCc1ccc(F)cc1
  5	-5	2	-4	-8	0	3	8	3
- CCCC(=O)N1CCN(Cc2ccc3c(c2)OCO3)CC1
  6	1	0	4	-6	-1	1	6	1
- CCOC(=O)c1[nH]c2ccc(OC)cc2c1NC(=O)N1CCOCC1
  -22	1	12	5	-4	-3	0	10	-2
- Cc1cc(C(=O)Nc2nnc(C(F)(F)F)s2)cs1
  1	6	8	2	4	7	3	2	6
- O=C(Nc1ccccc1)N1CCN(C2c3ccccc3-c3ccccc32)CC1
  -18	2	18	6	7	2	3	-4	-23
- CCOC(=O)Nc1nc(C)c(C(=O)N(C)C)s1
  1	-1	8	2	-3	0	1	-2	8
- O=C(CSc1ncn[nH]1)Nc1nc(-c2cccc([N+](=O)[O-])c2)cs1
  1	-2	12	-2	0	7	7	-1	10
- Cc1cccc(C)c1NC(=O)CCS(=O)(=O)c1cccc2nonc12
  -8	7	-1	9	-6	-1	1	-3	7
- Cc1ccc(Cl)cc1N1CCN(S(=O)(=O)c2c(C)nc3scc(C)n3c2=O)CC1
  -15	7	0	20	-1	0	2	4	-6
- Cc1noc(C)c1COc1ccc(CC(=O)NCc2ccccc2)cc1
  22	1	-1	-5	-7	-7	0	10	0
- CCC(=O)Nc1nnc(S(=O)(=O)N(CC)c2cc(C)cc(C)c2)s1
  -12	2	-2	12	-6	-8	2	3	-13
- OC(c1ccc(Cl)c(Cl)c1)c1ncc(-c2cccc(F)c2)[nH]1 (stereo unspecified)
  3	-5	6	-3	-1	1	7	4	-1
- CCOC(=O)C1CCCN(C(=O)Cn2nc(C)c3c(C)n(-c4ccccc4)nc3c2=O)C1 (stereo unspecified)
  -4	13	-2	17	4	-2	1	2	0
- CC(=O)c1ccc(NC(=O)CSc2nc3ccccc3c(=O)n2CCCN2CCOCC2)cc1
  2	1	5	-1	-6	-1	4	12	8
- COc1ccc(-c2noc(CCC(=O)Nc3cccc(C)c3)n2)cc1
  19	-12	20	-17	1	5	11	15	3
- CC(C)CNC(=O)c1ccccc1NC(=O)CCSc1ccccc1
  -7	-2	1	-1	-9	-4	3	3	-4
- Brc1ccc(-c2csc(N3CCOCC3)n2)cc1
  -2	-3	4	7	-3	-1	4	13	-6
- O=C(CSc1ccsc1[N+](=O)[O-])N1CCN(c2ccccc2)CC1
  -2	-17	0	-11	-7	-3	11	20	11
- Cc1ccc(S(=O)(=O)Nc2nc(CN3CCOCC3)nc3sc(C)c(C)c23)cc1
  -7	9	0	9	-3	0	3	-7	-24
- Cc1ccc(OCCCC(=O)N2CCN(S(=O)(=O)c3cccc(F)c3)CC2)cc1
  -28	-11	13	9	-2	-1	13	5	-20
- COc1ccccc1NC(=O)CCSc1nc(C)cs1
  -14	-3	4	8	-3	-3	0	20	-2
- O=C(CC(Cc1ccccc1)C(=O)O)Nc1ccc(Cl)c(Cl)c1 (stereo unspecified)
  3	-3	0	8	0	-4	0	17	4

# Following part
# Order of results: CHRM1 antagonist	M5 PAM	TAAR1 agonist	CHRM1 PAM	M1 ag	M5 ag	CHRM4 agonist	M5 antag	M4 antag
- O=C(CCc1c[nH]c2ccccc12)NCc1cccc(Cl)c1
  -8	2	-1	9	-5	-2	4	-5	-8
- COC(=O)c1ccc(C)c(NC(=O)c2ccc(Cn3cc([N+](=O)[O-])cn3)o2)c1
  12	-3	6	-4	-5	-1	3	3	8
- CC1CCC2(CC1)NC(=O)N(CC(=O)c1ccc3c(c1)OCO3)C2=O (stereo unspecified)
  -7	-7	1	5	-3	3	3	7	-2
- CC(C)CCNC(=O)NC(=O)COC(=O)C1=COCCO1
  -3	10	9	2	-2	-1	0	-8	-2
- Cc1ccnc(NC(=O)c2ccc(N3C(=O)CCC3=O)cc2)c1
  -7	1	-1	6	-1	-6	1	2	8
- CN(C)c1ccc(CCc2ccc(N)cc2)cc1
  -2	1	7	1	-2	1	2	2	-3
- CC1CCCN(S(=O)(=O)Cc2ccc(Cl)cc2)C1 (stereo unspecified)
  -8	-7	4	3	-8	-6	-1	10	1
- Cc1cc(S(=O)(=O)N2CCN(C(=O)c3ccco3)CC2)ccc1F
  -12	-1	-1	5	-4	-5	1	2	6
- CSCC[C@H](NC(=O)C(C)Oc1ccc(Cl)cc1)c1nc2ccccc2[nH]1 (stereo partly specified)
  -9	-5	7	5	-5	-3	3	2	-2
- CC(=O)c1ccc(N2CCN(C(=O)CCc3ccccc3)CC2)cc1
  -16	-6	2	10	-5	0	3	1	-4
- CCn1c(SCC(=O)N/N=C/C=C/c2ccco2)nnc1-c1ccc(OC)cc1
  -12	3	5	10	-7	-2	1	4	9
- COCc1c(C(=O)OCc2c(C)noc2C)oc2ccccc12
  4	8	8	1	-5	0	0	9	1

# Compound activity (PubChem)
